Assay outcomes deposited in PubChem BioAssay by The Scripps Research Institute Molecular Screening Center.
PLC-beta3 inh = human PLC-beta3 inhibitors, primary screen, biochemical, fluorescence; 1-phosphatidylinositol 4,5-bisphosphate phosphodiesterase beta-3 (Homo sapiens), Q01970; Purified PLC-beta3, fluorogenic substrate; inhibition, % at 12.2 µM; hit rate 0.18% among 370,000; in the data active = inhibition above about 11%;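 note: 0% = median of compound wells on plate and 100% = full blocker control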
Target sequence (Q01970 whole entry, looked up): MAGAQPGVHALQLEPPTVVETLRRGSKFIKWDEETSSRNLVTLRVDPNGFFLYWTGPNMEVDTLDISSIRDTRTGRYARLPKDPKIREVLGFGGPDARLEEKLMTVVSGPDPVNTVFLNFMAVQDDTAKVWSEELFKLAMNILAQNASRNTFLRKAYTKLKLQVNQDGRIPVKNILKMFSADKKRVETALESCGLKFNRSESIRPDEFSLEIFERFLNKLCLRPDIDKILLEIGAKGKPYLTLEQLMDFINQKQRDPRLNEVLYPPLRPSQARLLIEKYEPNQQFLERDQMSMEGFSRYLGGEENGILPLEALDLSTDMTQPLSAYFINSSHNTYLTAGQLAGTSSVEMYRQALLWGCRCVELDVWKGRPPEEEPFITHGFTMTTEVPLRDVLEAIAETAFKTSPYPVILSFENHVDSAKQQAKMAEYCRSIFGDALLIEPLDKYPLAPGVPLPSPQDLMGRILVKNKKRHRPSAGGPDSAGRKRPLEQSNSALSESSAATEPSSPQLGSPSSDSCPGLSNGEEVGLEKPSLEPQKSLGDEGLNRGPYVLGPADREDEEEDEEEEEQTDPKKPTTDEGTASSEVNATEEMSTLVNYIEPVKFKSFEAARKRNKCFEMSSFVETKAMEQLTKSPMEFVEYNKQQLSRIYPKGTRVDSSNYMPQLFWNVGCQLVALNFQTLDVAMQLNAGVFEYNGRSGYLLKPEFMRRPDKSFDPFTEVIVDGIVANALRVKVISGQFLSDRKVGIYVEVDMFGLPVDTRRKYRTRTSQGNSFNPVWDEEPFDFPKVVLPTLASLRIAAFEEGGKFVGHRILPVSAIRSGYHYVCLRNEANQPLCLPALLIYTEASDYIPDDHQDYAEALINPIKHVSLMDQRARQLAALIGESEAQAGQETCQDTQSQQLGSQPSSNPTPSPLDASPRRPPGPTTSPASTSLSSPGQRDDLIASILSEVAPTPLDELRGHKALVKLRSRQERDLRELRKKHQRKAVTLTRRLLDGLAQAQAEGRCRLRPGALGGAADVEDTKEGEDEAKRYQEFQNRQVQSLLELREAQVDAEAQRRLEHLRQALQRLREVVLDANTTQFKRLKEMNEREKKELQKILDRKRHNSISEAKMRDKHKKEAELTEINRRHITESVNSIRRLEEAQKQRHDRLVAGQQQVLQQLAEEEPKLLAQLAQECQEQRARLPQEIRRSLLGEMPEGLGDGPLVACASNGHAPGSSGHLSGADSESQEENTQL
Tn6 DDE FP = inhibitors of Tn6 peptide binding to fibrin DD(E), primary screen, biochemical, fluorescence polarization, human fibrin, Tn6 probe; Fibrinogen beta chain (Homo sapiens), P02675; Fibrin DD(E) TRITC-Tn6 fluorescence polarization displacement; inhibition, % at 8.3 µM; hit rate 0.21% among 370,000; AID 720509, 2013;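 active = inhibition above a per-campaign cutoff: mean of compounds within control limits plus 3 SD, cut at about 15% in these data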;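 note: 0% = median of all compound wells on the plate and 100% = blocking peptide control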
ASAP1 inh = inhibitors of human ASAP1 ArfGAP activity, primary screen, biochemical, fluorescence polarization | ASAP1-stimulated ARF1 GTP hydrolysis, GDP FP detection | Arf-GAP with SH3 domain, ANK repeat and PH domain-containing protein 1 (Homo sapiens), … | hit rate 0.19% among 360,000 | AID 624377, 2012 | inhibition, % at 16.5 µM; in the data active = inhibition above about 25%;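 note: 0% = vehicle with enzyme and substrate and 100% = no enzyme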
Tn7 DDE FP = inhibitors of Tn7 peptide binding to fibrin DD(E), primary screen, biochemical, fluorescence polarization, human fibrin, Tn7 probe; hit rate 0.13% among 370,000; Fibrinogen beta chain (Homo sapiens), P02675; inhibition, % at 8.3 µM; AID 720508, 2013; FP displacement of FITC-Tn7 peptide from fibrin DD(E); 0% = median of compound wells per plate;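 active = inhibition above the mean of compounds falling within the control limits plus 3 SD of them, cut at about 14% in these data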;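 note: 0% = plate median of compound wells and 100% = 10 µM Aha-Tn7 peptide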
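assay system = human clot-derived fibrin DD(E) complex | quantity = Fibrin-DD(E) at 2 µM final | timing = 10 min preincubation, 3 h with tracer, room temperature | signal = fluorescence polarization | measure = percent inhibition | benchmarks = high control wells with 10 µM unlabelled Aha-Tn7 peptide (full inhibition) | replicates = singlicate testing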
ARFGAP1 inh = inhibitors of rat ARFGAP1 GAP activity, primary screen, biochemical, fluorescence polarization, GDP tracer; AID 651572, 2012; ADP-ribosylation factor GTPase-activating protein 1 (Rattus norvegicus), Q62848; hit rate 0.26% among 360,000; Arfgap1-stimulated ARF1 GTP hydrolysis, GDP FP detection; inhibition, % at 16.5 µM;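 active = inhibition above a per-plate limit, mean inhibition of low control wells plus 3 SD, cut at about 25% in these data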;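 note: 0% = DMSO wells with enzyme and 100% = wells lacking Arfgap1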
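Material – truncated rat Arfgap1 GAP domain · Buffer or medium – HEPES-based buffer, pH 7.5 · Reagent – human ARF1(Δ1-17)-GTP substrate · Dosing – 16.5 µM single point, 1.26% DMSO · Schedule – GTP hydrolysis reaction 2 h at 25 °C · Technique – GDP detection by fluorescence polarization · Benchmarks – No-Arfgap1 wells (100%) versus DMSO full-reaction wells (0%) · Repeats – single replicate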
TDP2 absorb = human TDP2 enzyme inhibitors, primary screen, biochemical, epi absorbance, recombinant enzyme | T5PNP hydrolysis, p-nitrophenol absorbance 415 nm | Tyrosyl-DNA phosphodiesterase 2 (Homo sapiens), O95551 | inhibition, % at 12.8 µM | hit rate 0.34% among 370,000;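 active = inhibition above the mean of all tested compounds plus 3 SD, set per campaign, cut at about 25% in these data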;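 note: 0% = DMSO with enzyme and 100% = buffer with substrate but no TDP2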
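Assay system: Recombinant human TDP2 | Quantity: 120 nM TDP2 per well | Incubation: 2 h at 37 °C | Signal: Epi absorbance | Evaluation: Percent inhibition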
ADAM17 inh = ADAM17 inhibitors, primary screen, biochemical, QFRET. Disintegrin and metalloproteinase domain-containing protein 17 (Homo sapiens), P78536. recombinant ADAM17, EDANS/DABCYL FRET peptide cleavage. inhibition, % at 6.95 µM. hit rate 0.83% among 370,000;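 active = inhibition above the mean of compounds lying between control limits plus 3 SD, set per campaign, cut at about 8.5% in these data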;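 note: 0% = DMSO-only wells as the low control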
SIAE inh = human SIAE inhibitors, primary screen, biochemical, fluorescence polarization, FP-Rh probe, 1536-well HTS | hit rate 0.69% among 370,000 | AID 1053197, 2014 | SIAE FP-Rh probe binding | inhibition, % at 9.66 µM;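 active = inhibition above a cutoff: mean of compounds within the control limits plus 3 SD of those, cut at about 17% in these data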;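 note: 0% = plate median of compound wells and 100% = probe without SIAE protein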
PLC-gamma1 inh = PLC-gamma1 enzyme inhibitors, primary screen, biochemical, fluorescence, purified enzyme. 1-phosphatidylinositol 4,5-bisphosphate phosphodiesterase gamma-1 (Homo sapiens), P19174. fluorogenic substrate. inhibition, % at 12.2 µM. hit rate 0.84% among 370,000. AID 720700, 2013; in the data active = inhibition above about 9.5%
ADAM10 inh = human ADAM10 inhibitors, primary screen, biochemical, QFRET, HTS; Disintegrin and metalloproteinase domain-containing protein 10 (Homo sapiens), O14672; recombinant ADAM10, EDANS/DABCYL FRET peptide cleavage, 3 h; inhibition, % at 7 µM; hit rate 0.62% among 370,000;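 active = inhibition above a per-campaign cutoff equal to the mean of compounds falling between control-based bounds plus 3 SD, cut at about 20% in these data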;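 note: 0% = DMSO wells while the 100% control is not disclosed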
Starred values were filed as active, the others as inactive; i = inactive; x = not tested or not shown; & = joins results of further samples.

SMILES	PLC-beta3 inh	Tn6 DDE FP	ASAP1 inh	Tn7 DDE FP	ARFGAP1 inh	TDP2 absorb	ADAM17 inh	SIAE inh	PLC-gamma1 inh	ADAM10 inh
COc1cc(N)ccc1NC(=O)c1cc2ccccc2o1	-21	1	-15	-3	2	0	-2	9	-12	0
COc1cccc(C2C3=C(CC(C)(C)CC3=O)Nc3cc(OC)c(OC)cc32)c1 (configuration not stated)	i	4	-7	6	14	10	-142	4	i	-379
CC(=O)N(c1cccc(Br)c1)c1nc(C)cc(C)c1C#N	-5	5	2	-5	13	-8	-1	-2	5	10
COc1ccc2c(COC(=O)[C@H](C)NS(=O)(=O)c3ccccc3F)cc(=O)oc2c1	-149	-2	3	-3	-7	15	-340	0	-115	i
COc1ccc(S(=O)(=O)N2CCCCCC2)cc1C(=O)Nc1cccc(C)n1	-5	-4	3	-1	4	-4	-4	-10	0	5
CC(C)CC(NC(=O)C1CCC(=O)N1)C(=O)NC(CC(C)C)C(=O)N1CCCC1C(N)=O (configuration not stated)	-13	8	1	0	-2	-4	-4	-5	4	-1
COc1ccc(S(=O)(=O)Nc2cccc3c2O[C@@H](CN(C)Cc2ccc(C(=O)O)cc2)[C@@H](C)CN([C@H](C)CO)C3=O)cc1	2	4	7	-2	15	1	3	7	8	2
Brc1ccc(-c2csc(N/N=C/c3ccco3)n2)cc1	-10	0	3	-11	4	5	0	13	-6	2
Cc1cc(C)n(-c2nc(SCCN(C)C)c3c4c(sc3n2)CCCC4)n1	-7	2	-8	1	-6	-12	-16	-1	-4	-53
CCOC(=O)c1c(NC(=O)C(=O)N/N=C/c2ccc(O)c(OC)c2)sc2c1CCCCC2	-9	1	1	3	3	4	-5	9	-13	-8
CC(=O)c1ccc(NC(=O)COC(=O)c2ccccc2Sc2ccccc2C#N)cc1	4	15	-2	1	3	-4	5	-10	0	10
C=CCOc1ccc(C2N3CC4(CC)CN2CC(CC)(C3)C4=O)cc1 (configuration not stated)	-4	1	-1	1	-6	2	-1	1	-2	-5
CC1CCc2c(sc(NC(=O)C(=O)NCc3ccco3)c2C#N)C1 (configuration not stated)	0	4	0	9	-4	12	1	2	-1	10
Cc1cccnc1N(C(=O)Nc1cccc(Cl)c1)C1=NCC(C)(C)S1	-1	-3	6	2	3	6	-2	-2	-2	-6
O=c1cc(N2CCN(c3ccnc4cc(Cl)ccc34)CC2)[nH]c(=O)n1C1CCCCC1	1	-4	x	-4	x	0	-1	7	0	-1
COc1cc(OC)c(CN2CCCN(C)CC2)cc1Br	-4	-5	4	-1	5	3	-1	-6	0	1
CN(C)c1ccc(NC(=O)Nc2cccc3ccccc23)cc1	-18	7	4	5	-7	16	-6	6	-9	-4
CCOc1ccc(NC(=O)N(CCCN2CCOCC2)Cc2cccnc2)cc1	2	8	10	-7	6	-1	-1	1	1	-7
COc1ccccc1NC(=O)COC(=O)CCn1c(C)csc1=O	-7	-4	6	-4	3	-26	-1	-8	6	7
Cc1nn(C)c(=O)n1-c1ccc(Oc2ccccc2)cc1	-1	-4	4	-1	9	4	-3	1	-2	-8
Cc1ccc2cc(CN(Cc3nnnn3C3CCCCC3)CC3CCCO3)c(=O)[nH]c2c1 (configuration not stated)	-129	10	-11	1	0	2	-15	1	-92	-43
CCOC(=O)CSc1nc2ccccc2c(=O)n1CC1CCC(C(=O)NCc2ccco2)CC1 (configuration not stated)	4	-6	10	-8	10	-8	-6	0	10.0*	-18
CC(=O)NCCc1nc2cc(NC(=O)c3ccc(Cl)cc3)ccc2n1C	-3	7	14	-8	3	-4	1	4	7	3
CCCCN(C)C(=O)c1nc2ccccn2c1CN(C)Cc1csc(C)n1	3	1	14	-5	-2	15	-1	1	1	-1
CCOC(=O)CCc1c(C)c2ccc(OC(C)C(=O)OCC)c(C)c2oc1=O (configuration not stated)	-68	0	13	0	-11	-5	-118	-2	-56	-462
(list continues)
SMILES	PLC-beta3 inh	Tn6 DDE FP	ASAP1 inh	Tn7 DDE FP	ARFGAP1 inh	TDP2 absorb	ADAM17 inh	SIAE inh	PLC-gamma1 inh	ADAM10 inh
COc1ccc(NC(=O)c2ccccc2[N+](=O)[O-])cc1	3	1	-18	-4	2	-3	-2	2	3	-1
CC(=O)c1ccc(OCc2cc(C(=O)N(C)C3CCOC3)no2)cc1 (configuration not stated)	-4	4	-10	5	4	-3	1	5	-2	-3
CCN(CC(=O)N1CCN(c2ccccc2)CC1)S(=O)(=O)c1ccc(C)cc1	4	4	-3	9	9	-4	-1	-1	1	-7
O=C(CNSc1ccc([N+](=O)[O-])cc1[N+](=O)[O-])OCc1ccccc1	-2	2	13	0	-2	6	-4	16	-1	-4
Cc1ccc(/C=C/C(=O)Nc2cccnc2)o1	-9	-5	11	3	21	11	-1	8	-9	-8
O=C(/C=C/c1ccccc1)NCc1cccnc1	3	9	5	3	-9	1	1	3	0	0
O=S(=O)(c1ccc(F)c(F)c1)N1CCCc2ccccc21	-2	0	-6	-1	-6	7	4	-3	-2	0
Cc1ccc(-n2c3c(cc(C(=O)NC4CCSC4=O)c2=O)C(=O)CC(C)(C)C3)cc1 (configuration not stated)	-5	-6	9	8	9	2	-18	0	1	-48
O=C(Nc1cccnc1)c1scc2c1OCCO2	3	0	6	-2	5	8	-1	3	3	6
NS(=O)(=O)c1cccc(NC(=O)c2ccc(S(=O)(=O)N3CCCCCC3)cc2)c1	-4	1	1	0	-4	8	5	-10	-1	9
CCC(=O)N(c1nnc(SCC(=O)Nc2ccc(N3CCOCC3)cc2)s1)C1CC1	-1	-4	6	-5	1	-6	0	1	2	-2
NC(=O)c1ccc(NC(=O)CN2CCN(c3ccc(Cl)cc3)CC2)cc1	3	-8	10	-10	-3	0	1	4	-1	-1
OCCn1c(-c2ccc3c(c2)OCO3)csc1=Nc1ccccc1	3	-2	-3	0	-6	3	-1	8	3	8
CCc1ccc(C(O)(CNCc2ccccc2)c2ccccc2)cc1 (configuration not stated)	0	5	1	2	-7	-10	5	-6	2	-2
Clc1ccccc1OCCN1CCC(Cc2ccccc2)CC1	18*	3	7	3	-1	14	-2	-2	20*	3
O=C(CSc1nc2ccccc2c(=O)n1-c1ccccc1F)NC1CCS(=O)(=O)C1 (configuration not stated)	-6	-4	-4	-7	4	0	6	1	0	-20
COc1ccc(N2CC(C(=O)Nc3ccc(S(=O)(=O)N4CCCCC4)cc3)CC2=O)cc1 (configuration not stated)	-9	-6	-4	2	23	-12	0	-2	0	-1
CCn1c(C)nc([N+](=O)[O-])c1C(=O)O	1	6	1	2	9	-7	0	2	0	0
Cc1ccccc1NC(=O)C1c2cccc[n+]2CC(=O)N1c1c(C)cccc1C (configuration not stated)	-42	3	-24	8	-1	-2	-2	7	-43	-12
CCOCCCNCc1ccc(OCC(=O)N2CCOCC2)c(OC)c1	2	-6	3	9	7	6	-2	5	-2	1
Cc1onc(-c2ccccc2Cl)c1C(=O)N1CCN(C/C=C/c2ccccc2)CC1	2	13	-2	-2	2	-7	5	1	2	11
Cc1ccsc1C(=O)OCc1nc2ccsc2c(=O)[nH]1	-6	-6	7	-3	3	-6	-1	7	1	-6
Cn1c(SCc2ccccc2)nnc1-c1ccc2nonc2c1	0	2	1	8	0	-2	-8	-1	1	8
COC(=O)c1ccc(Cn2nc(-c3ccc(C)cc3)ccc2=O)cc1	-6	6	14	8	-1	2	-7	2	1	-2
O=C1CN(C(=O)CN2CCOCC2)C(c2ccccc2)c2cc(Br)ccc2N1 (configuration not stated)	2	-2	6	-4	-20	8	-3	3	4	-9
(continued)
SMILES	PLC-beta3 inh	Tn6 DDE FP	ASAP1 inh	Tn7 DDE FP	ARFGAP1 inh	TDP2 absorb	ADAM17 inh	SIAE inh	PLC-gamma1 inh	ADAM10 inh
O=C(O)CC(=O)NC12CC3CC(CC(C3)C1)C2	1&4	1&2	3&-8	1&-4	-2&-8	-4&-10	-3&1	0&2	3&0	-3&-2
COc1ccc(NC(=O)CSc2nnc(-c3ccccn3)n2N)cc1Cl	0	2	-9	1	2	-6	0	-8	-2	4
O=[N+]([O-])CC(c1ccc(F)cc1)c1c[nH]c2ccccc12 (configuration not stated)	-2	1	17	-5	9	-17	6	3	2	17
CCCCN1C(N)=NC[C@@H]1CCCCN	1	1	-6	2	0	8	1	1	1	-5
Cc1ccc(C(C)(C)C)c(OCCCCN2CCCC2)c1	1	0	-4	5	5	8	-4	2	2	1
Cc1ccc2nc(CC(O)(c3ccccc3)c3ccccc3)ccc2c1	4	1	-12	-4	3	-3	-2	-1	0	-7
CN(C)CCNC(=O)C(=O)NCC1OCCCN1S(=O)(=O)c1cccs1 (configuration not stated)	4	6	2	3	10	0	1	-1	-1	2
N#CC(c1ccc(Cl)cc1)c1cccc(Cl)n1 (configuration not stated)	-3	2	-8	4	-2	-4	3	-2	-4	5
Cn1cc(/C=C2/SC(=O)N(CC(=O)Nc3ccc4c(c3)OCO4)C2=O)c2ccccc21	-1	-9	-15	2	-8	2	-3	-7	1	0
CC[C@H](CO)NCCN[C@H](CC)CO	2	-6	-16	2	2	8	-6	8	-1	-12
O=C(NNC(=O)c1sccc1-n1cccc1)c1ccc(F)cc1	-2	6	-2	-2	7	4	0	-3	0	2
CCn1c(SCC(=O)NCc2cccs2)nnc1-c1cccs1	2	-7	-4	1	-6	5	-5	12	1	-3
